# Compound activity from PubChem.
# GLS inh – blocks human kidney-isoform glutaminase activity; O94925; Potency, µM (highest dose often 45.5 µM), for the others: top-dose activity change, negative = inhibition, actives largely listed as inhibitors; AID 624170; hit rate 0.21% among 410,000; GLS enzymatic activity, qHTS titration; further: potency means the concentration at half of the fitted maximal effect; on the % scale 0 is the no-effect control and ±100 the full control effect
#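 hKGA; 45 mM KH2PO4 pH 8.2 + 0.02% Tween-20; cpd via pin tool; 1 mM Gln soln; GluOx/HRP/Amplex Red; RT 30 min; fluor. t0 & final.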
# Pin1 inh – inhibitors of human Pin1; hit rate 0.009% among 390,000; Pin1 FP peptide displacement, HiFluor488, 10 min; Potency, µM (titrated, usually from 115 µM), inactives show at the top dose activity, negative = inhibition, most hits filed as inhibitors; AID 504891; active means well fitted inhibition curve with a large enough effect in the polarisation, with a control signal flat, not every such curve was filed as active; inconclusive means small, poorly fitted or top-dose-only effect, or effect the other way, or a change in a side signal; inactive means no such curve, though single readings can be large or run the other way; the % refers to the polarisation; further: potency means the concentration at half of the fitted maximal effect; on the % scale 0 is the no-effect control and ±100 the full control effect
# Target sequence (Q13526 whole entry, looked up): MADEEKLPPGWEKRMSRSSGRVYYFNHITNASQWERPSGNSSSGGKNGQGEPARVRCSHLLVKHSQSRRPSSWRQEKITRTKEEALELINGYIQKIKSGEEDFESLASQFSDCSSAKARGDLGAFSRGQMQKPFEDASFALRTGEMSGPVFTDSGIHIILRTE
# Tb PGK inh – inhibitors of T. brucei phosphoglycerate kinase; AID 602233; PGK/GAPDH coupled, Kinase-Glo luminescence, 60 min; hit rate 0.043% among 380,000; Potency, µM (titrated, usually from 57.5 µM), without a hit: top-dose activity change, negative = inhibition, hits mostly inhibitors; further: potency means the concentration at half of the fitted maximal effect; on the % scale 0 is the no-effect control and ±100 the full control effect; nearly all actives have a fitted effect of over 60% in size
# Target sequence (P07378 whole entry, looked up): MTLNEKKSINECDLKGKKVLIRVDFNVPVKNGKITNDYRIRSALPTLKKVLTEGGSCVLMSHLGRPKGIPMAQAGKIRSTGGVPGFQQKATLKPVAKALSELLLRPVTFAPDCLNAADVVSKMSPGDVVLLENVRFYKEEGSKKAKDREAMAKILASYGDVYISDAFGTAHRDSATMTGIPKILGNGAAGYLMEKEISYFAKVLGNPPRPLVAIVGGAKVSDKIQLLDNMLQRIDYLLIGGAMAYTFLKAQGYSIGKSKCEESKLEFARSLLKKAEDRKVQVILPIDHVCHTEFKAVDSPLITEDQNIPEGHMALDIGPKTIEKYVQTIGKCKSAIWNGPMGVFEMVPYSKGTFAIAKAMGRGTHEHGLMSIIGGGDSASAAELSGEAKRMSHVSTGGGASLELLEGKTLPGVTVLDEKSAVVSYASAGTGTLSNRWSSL
#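 Luminescent ATP detection (Kinase-Glo Plus) follows a 60-minute room-temperature incubation, with wells lacking PGK as controls. Buffer: 100 mM TEA (pH 7.6), 5 mM MgCl2, 0.01% Tween-20. Coupling enzyme GAPDH (100 nM final) supplies unstable 1,3-BPG in-well.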
# PI4K2A inh – inhibitors of human PI4K2A; purified PI4K2A, ADP-Glo luminescence, 1 h; hits give low values; AID 1346378; hit rate 0.13% among 420,000; Q9BTU6; activity change, negative = inhibition, % at 76.9 µM; in the data active means activity change below about -50%; inconclusive means mostly about -30% to -49%;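 further: -100% = wells without enzyme as full effect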
# Target sequence (Q9BTU6 whole entry, looked up): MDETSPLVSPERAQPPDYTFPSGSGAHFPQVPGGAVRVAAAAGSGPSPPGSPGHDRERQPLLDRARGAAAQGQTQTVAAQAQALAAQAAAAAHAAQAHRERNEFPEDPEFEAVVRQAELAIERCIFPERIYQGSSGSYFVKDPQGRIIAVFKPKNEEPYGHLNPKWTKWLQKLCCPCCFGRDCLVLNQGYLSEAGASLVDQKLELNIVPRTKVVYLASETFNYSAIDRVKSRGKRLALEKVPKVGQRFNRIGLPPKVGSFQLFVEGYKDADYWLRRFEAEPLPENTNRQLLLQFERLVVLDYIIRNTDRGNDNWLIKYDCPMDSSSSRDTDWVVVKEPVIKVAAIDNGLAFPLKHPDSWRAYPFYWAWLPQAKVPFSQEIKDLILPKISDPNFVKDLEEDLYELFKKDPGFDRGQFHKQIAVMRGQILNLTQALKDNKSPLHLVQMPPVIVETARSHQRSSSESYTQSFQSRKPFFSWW
#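 ADP-Glo luminescence measured ADP generated by PI4K2A enzyme (4 ug/mL before mixing) with 1.2 mM PI substrate (pre-mix) and 300 microM ATP (pre-mix). Tris pH7.5 buffer with MgCl2, Triton X-100; 1 h reaction at ambient temperature.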
# JMJD2A Tudor – JMJD2A Tudor domain (human) inhibition. O75164. AlphaScreen JMJD2A-Tudor / H3K4me3 peptide binding. Potency, µM (titrated, usually from 114 µM), inactives show at the highest dose activity change, negative = inhibition, hits mostly inhibitors. hit rate 4.4% among 390,000. AID 504339; further: potency means the concentration at half of the fitted maximal effect; on the % scale 0 is the no-effect control and ±100 the full control effect; nearly all actives have a fitted effect of over 50% in size
# G9a inh – G9a (human) methyltransferase inhibition; Q96KQ7; Potency, µM (highest dose often 102 µM), inactives show at the highest dose activity, negative = inhibition, actives largely listed as inhibitors; hit rate 8.8% among 350,000; G9a H3K9 monomethylation, AlphaScreen, 2 h; further: potency means the concentration at half of the fitted maximal effect; on the % scale 0 is the no-effect control and ±100 the full control effect; nearly all actives have a fitted effect of over 75% in size
#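 Quantitative HTS format: methyltransferase activity on a biotin-tagged H3K9 peptide is measured by AlphaScreen, using a rabbit anti-monomethyl-H3K9 antibody with streptavidin donor and anti-IgG acceptor beads. Final levels are 20 nM enzyme, 500 nM peptide, 20 uM SAM; 2 h RT.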
# POLH inh – DNA polymerase eta (human) inhibition | Q9Y253 | recombinant Pol eta, fluorescent DNA replication assay | Potency, µM (top dose mostly 114 µM), inactives show at the top dose activity change, negative = inhibition, usual class: inhibitors | hit rate 1.2% among 390,000; further: potency means the concentration at half of the fitted maximal effect; on the % scale 0 is the no-effect control and ±100 the full control effect
#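 Pol eta at 10 nM preincubated with compounds 15 min at room temperature; reaction started with fluorescent substrate (50 nM final) and read kinetically at 0 and 10 min.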
# HP1b binding inh – blocks HP1-beta chromodomain binding to methylated histone tails; hit rate 0.56% among 390,000; AlphaScreen HP1-beta / biotin-H3K9me3 peptide binding; Potency, µM (series often up to 114 µM), inactives show top-dose activity change, negative = inhibition, hits mostly inhibitors; P83916; AID 540317; further: potency means the concentration at half of the fitted maximal effect; nearly all actives have a fitted effect of over 70% in size; inactives centre near 23
#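 AlphaScreen: HP1-beta (50 nM) preformed 30 min with biotin-H3(1-18)K9me3 peptide (50 nM) in PBS pH 7.4, 0.01% Tween-20. Compound added for 30 min at RT, then streptavidin donor/nickel chelate acceptor beads (10 ug/mL) for 30 min.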
# BAZ2B inh – inhibitors of human BAZ2B bromodomain | Q9UIF8 | Potency, µM (series often up to 114 µM), for inactives: at the top dose activity change, negative = inhibition, actives largely listed as inhibitors | AlphaScreen BAZ2B-H3K14Ac peptide displacement | hit rate 4.4% among 360,000 | AID 504333; further: potency means the concentration at half of the fitted maximal effect; on the % scale 0 is the no-effect control and ±100 the full control effect; nearly all actives have a fitted effect of over 60% in size
#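 BAZ2B 50 nM plus b-H3(5-23)K14Ac 50 nM, PBS pH 7.4/0.01% Tween-20, 30 min RT; compound added (max 110 uM), 30 min RT; streptavidin donor/Ni-chelate acceptor beads 10 ug/mL final, 20 min dark; AlphaScreen read.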
# * hit, by the source's call; i = inactive; u = inconclusive; x = no result given; [ ] = remark or other dose. Unless noted, the call rests on the fitted dose curve; in most records, active means well fitted curve in the direction sought with a large enough effect; inconclusive means small, poorly fitted or top-dose-only effect, or another doubt; inactive means no such curve, though single readings can be large; an effect the other way counts as inactive or inconclusive.
SMILES,GLS inh,Pin1 inh,Tb PGK inh,PI4K2A inh,JMJD2A Tudor,G9a inh,POLH inh,HP1b binding inh,BAZ2B inh
Cc1ccc(NC(=O)c2cc(S(=O)(=O)N3CCCCC3)cs2)cc1,12%,u,-4%,-1,-6%,24%[12.7 µM],-11%,19%,4%
c1cc(Nc2cccc3nccnc23)c2nccnc2c1,3%,22%,-7%,-3,-27%,u,-26%,36%,-28%
COc1cccc(NC(=O)Nc2cc(C(=O)O)ccc2C)c1,-23%,4%,-2%,4,-2%,25%,-4%,45%[activator],-13%
O=C(CSc1nnnn1-c1ccccc1)N1CCCc2ccccc21,8%,-1%,-3%,5,3%,10%,0%,31%,-1%
COc1ccc(C(=O)c2c3ccc([N+](=O)[O-])cc3[n+]([O-])n2CCCN)cc1,-4%,7%,i,-1,u,-22%[2.33 µM],-3%,3%,u
Cc1ccc(CNC(=O)c2cc3c(=O)n(C)c4ccccc4c3n2C)o1,0%,1%,-5%,1,-11%,u,-19%,30%,13%
COc1cc(C2C(C(=O)Nc3ccccc3C)=C(C)Nc3ncnn32)ccc1OCC(N)=O (stereo not given),3%,4%,5%,9,-8%,4%[59 µM],1%,9%[57 µM],4%
CC(=O)N1CCOCCOCCOCC1,-3%,-1%,-1%,-2,5%,18%[59 µM],-7%,23%,-6%
O=C(CSc1nc(=O)n(CCN2CCOCC2)c2c1CCC2)Nc1ccc(OC(F)(F)F)cc1,1%,1%,-7%,-2,-15%,4%,-11%,-9%,6%
CCOC(=O)C1=C(c2ccccc2)N=C2SCC(=O)N2C1c1ccc2c(c1)OCO2 (stereo not given),1%,6%,-2%,0,-29%,u,-18%,23%,-10%
O=C(CCN1C(=O)c2ccccc2C1=O)NC(=S)Nc1cccc(Cl)c1,15%,10%,-5%,4,-26%,19%,4%,27%,-1%
C[C@@H](C(=O)Nc1ccccc1N1CCOCC1)N1C(=O)C2CC=CCC2C1=O (stereo not given in full),6%,0%,3%,-3,-3%,1%[59 µM],-4%,25%,8%
COc1ccc(NC(=S)N(CCCN2CCOCC2)C(C)c2cc3ccccc3o2)cc1 (stereo not given),5%,1%,-5%,10,-20%,5%[59 µM],-25%,20%,-33%
C=CCn1c(-c2csc3ccccc23)n[nH]c1=S,u,5%,-2%,-4,18µM*,u,3%,-8%,-5%
COc1cc(C(C)=O)ccc1OCc1cc(C(=O)N(C)CCC2CCCCO2)no1 (stereo not given),-2%,0%,0%,5,-2%,19%[59 µM],-19%,19%[57 µM],-24%
CCOc1ccc(CNC(=O)C2Cc3cc(S(=O)(=O)N4CCCCCC4)ccc3N2C(C)=O)cc1 (stereo not given),3%,12%,-6%,1,-15%,u,-23%,28%,u
COc1ccc(NC(=O)c2oc3ccccc3c2NC(=O)COc2ccc(F)cc2)c(OC)c1,-10%,-5%,i,3,-14%,1%[59 µM],-10%,10%,-31%
O=C(O)c1ccc(Nc2nc(-c3ccccc3)c3cc(Br)ccc3n2)cc1,1%,1%,-3%,-2,u,-3%[59 µM],-11%,-33%,u
OC1(CNCc2ccccc2)C2CC3CC(C2)CC1C3 (stereo not given),73%[activator],-11%,-12%,0,-10%,-6%,0%,-6%,-7%
O=S(=O)(c1ccc2[nH]c3c(c2c1)CCCC3)N1CCN(c2cccc(C(F)(F)F)c2)CC1,2%,46%[activator],-9%,-1,u,-33%[59 µM],-10%,5%,-28%
Cc1ccc(CCCOC(=O)CN2CCCCC2)cc1,-5%,-7%,-4%,-2,-13%,-4%,-19%,12%,-7%
Cc1nn(Cc2ccc(F)cc2)c(C)c1NC(=O)c1cc(-c2ccc3c(c2)OCO3)on1,5%,11%,1%,0,-16%,u,0%,10%,-8%
O=C1C=C(C2CCCCC2)C(=O)c2ccccc21,-11%,-2%,-5%,0,40µM*,x,-15%,u,x
CC(C)Cc1nn2c(=O)cc(COC(=O)c3ccccc3NC(=O)c3cccs3)nc2s1,-12%,-6%,1%,3,-8%,28%[59 µM],0%,13%,-4%

# Results in POLH inh and JMJD2A Tudor, for 3 of the compounds above:
canonical_smiles,POLH inh,JMJD2A Tudor
O=C1C=C(C2CCCCC2)C(=O)c2ccccc21,-15%,40µM*
Cc1nn(Cc2ccc(F)cc2)c(C)c1NC(=O)c1cc(-c2ccc3c(c2)OCO3)on1,0%,-16%
OC1(CNCc2ccccc2)C2CC3CC(C2)CC1C3 (stereo not given),0%,-10%

# The list goes on.
SMILES,GLS inh,Pin1 inh,Tb PGK inh,PI4K2A inh,JMJD2A Tudor,G9a inh,POLH inh,HP1b binding inh,BAZ2B inh
COC(=O)c1c(-c2c(Cl)cccc2Cl)noc1NC(=O)NN1CCOCC1,19%,-4%,6%,5,u,8%,-26%,26%,1%
CCCCCCCCN1C(=O)C(O)=C(C(C)=O)C1c1ccccn1 (stereo not given),7%,0%,2%,0,-15%,u,-11%,39%[activator],-5%
CC(C)C[C@H](NC(=O)c1[nH]cnc1C(=O)N[C@H](C)c1ccccc1)C(=O)OCc1ccccc1,1%,-1%,i,3,-18%,5%[12.7 µM],-18%,40%[activator],-13%
CN(C(=O)CS(=O)(=O)c1cccc(Cl)c1)c1ccccc1,2%,2%,2%,-2,-6%,0%[12.7 µM],-17%,33%,3%
CS(=O)(=O)Nc1ccc(C2=NN(S(=O)(=O)c3ccccc3)C(c3cccs3)C2)cc1 (stereo not given),2%,u,-8%,-2,-27%,-4%,-3%,19%,x
CC(C)(C)C(=O)Nc1nnc(SCC(=O)NCc2ccco2)s1,6%,3%,-8%,2,-12%,-11%[59 µM],7%,6%,-1%
NS(=O)(=O)c1ccc(NC(=O)COC(=O)C2CC2)cc1,u,4%,-13%,5,-8%,x,-10%,20%,x
COc1ccc(NC(=O)/C(=C\c2ccco2)NC(=O)c2ccco2)cc1,16%,27%,-7%,-6,-12%,u,-3%,-16%,-3%
CCCc1cc(C(=O)Nc2ccc(CC)cc2)no1,14%,-5%,1%,0,-10%,6%,-12%,4%,9%
O=C(Nc1ccc2ncccc2c1)c1cccc(Br)c1,4%,1%,-6%,-5,-17%,u,-1%,28%,-2%
COCCNC(=O)CSc1nc2cc(OC)c(OC)cc2c(=O)n1CCC1=CCCCC1,-1%,-2%,-5%,-3,-13%,-10%[59 µM],6%,6%,0%
CCOc1ccccc1NC(=O)C1CCN(S(=O)(=O)c2c(C)noc2/C=C/c2ccc(C)cc2)CC1,-7%,0%,-2%,0,-6%,-3%[59 µM],-19%,27%[57 µM],2%
CCCc1ccc2oc(C(=O)NCCN3CCCC(C(N)=O)C3)c(C)c2c1 (stereo not given),-5%,2%,i,-3,-13%,20%,-14%,30%,-16%
CCOC(=O)c1c(C)[nH]c(C)c1C(=O)COC(=O)CCc1ccccc1,-3%,1%,2%,-1,u,x,0%,14%,x
O=C(C[n+]1cc(-c2ccccc2)n2c1CCCCC2)c1ccc(Cl)cc1,5%,-2%,0%,0,3%,-9%[59 µM],-2%,44%[activator],-3%
COc1ccccc1NC(=O)c1ccc(CN(c2cc(Cl)ccc2C)S(=O)(=O)c2ccccc2)cc1,6%,-12%,-9%,4,-16%,-5%,-3%,9%,-2%
Cc1ccccc1Cn1cc(NC(=O)c2cc(-c3ccc(Cl)cc3)on2)cn1,-6%,-3%,-1%,-2,-18%,2%[59 µM],-14%,43%[activator],3%
NS(=O)(=O)c1ccc(CCNC(=O)CN2C(=O)c3ccccc3S2(=O)=O)cc1,-3%,-3%,-3%,-3,-13%,0%,-7%,8%,12%
Nn1c(SC/C=C/c2ccccc2)nnc1-c1ccco1,5%,-1%,i,3,-20%,u,-2%,17%,-29%
O=C(Nc1cccc(C(F)(F)F)c1)c1cnn(-c2cccc(F)c2)c1C1CCNCC1,7%,-3%,-5%,-7,-22%,-14%[59 µM],-11%,6%,4%[57.1 µM]
COC(=O)c1cccc(Cn2nnc3ccccc3c2=O)c1,-3%,0%,i,-2,3%,11%[12.7 µM],-3%,27%,7%
CCOC(=O)Cc1csc(NC(=O)CSc2ncnc3c2cnn3-c2ccccc2Cl)n1,-12%,21%,-8%,-3,-18%,26%[59 µM],-14%,28%,-4%
O=C(Nc1nc2n(n1)C(c1ccc(F)cc1)C=C(c1ccc(Cl)cc1)N2)c1ccc([N+](=O)[O-])cc1 (stereo not given),-16%,-8%,-7%,0,-16%,-32%[59 µM],-22%,5%,-2%
CCOC(=O)c1c(-c2ccccc2)csc1NC(=S)NC,3%,-2%,-1%,-7,-23%,u,0%,18%,1%
COc1cccc(C(=O)Nc2cc(S(=O)(=O)N3CCOCC3)ccc2N2CCOCC2)c1,6%,-12%,-8%,0,-4%,x,4%,18%,x
COc1ccc(CCNC(=O)CNC(=O)N2CC(=O)Nc3ccccc32)cc1,-1%,x,4%,4,x,x,-17%,x,x
O=S(=O)(c1ccc(NC(=S)NCc2ccco2)cc1)N1CCCCC1,7%,-14%,-12%,20,-31%,56µM*,-20%,-7%,-38%
COc1ccc(OC)c(NC(=O)CSc2nnnn2C)c1,-8%,4%,-6%,4,3%,2%[59 µM],-26%,33%,-25%
O=C(CCNS(=O)(=O)c1ccc(Cl)cc1)NCCc1ccccc1,-4%,x,i,0,x,x,-3%,x,x
COc1ccc(S(=O)(=O)NCC(c2ccco2)N2CCN(c3ccccc3F)CC2)cc1OC (stereo not given),8%,4%,-4%,-1,-20%,-29%[59 µM],4%,12%,u
COC(=O)c1cc2c(ccc3ccccc32)oc1=O,2%,4%,-2%,-1,12%,x,-13%,68%[activator],x

# Not all compounds are listed; count on the stated rates, not on these rows.
